ALDH1A1 inh – inhibitors of human aldehyde dehydrogenase 1A1. Purified ALDH1A1, NADH fluorescence, propionaldehyde substrate. 220,000 tested, 7.3% active. Potency, µM (doses to about 75.3 µM), inactives show at the top dose activity, negative = inhibition, hits mostly inhibitors. P00352; active means well fitted inhibition curve with a large enough effect, not every such curve was filed as active; inconclusive means small, poorly fitted or top-dose-only effect, or another doubt; inactive means no such curve, though single readings can be large or run the other way;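 further: plate controls were no enzyme wells and a reference inhibitor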
Target sequence (P00352 whole entry, looked up): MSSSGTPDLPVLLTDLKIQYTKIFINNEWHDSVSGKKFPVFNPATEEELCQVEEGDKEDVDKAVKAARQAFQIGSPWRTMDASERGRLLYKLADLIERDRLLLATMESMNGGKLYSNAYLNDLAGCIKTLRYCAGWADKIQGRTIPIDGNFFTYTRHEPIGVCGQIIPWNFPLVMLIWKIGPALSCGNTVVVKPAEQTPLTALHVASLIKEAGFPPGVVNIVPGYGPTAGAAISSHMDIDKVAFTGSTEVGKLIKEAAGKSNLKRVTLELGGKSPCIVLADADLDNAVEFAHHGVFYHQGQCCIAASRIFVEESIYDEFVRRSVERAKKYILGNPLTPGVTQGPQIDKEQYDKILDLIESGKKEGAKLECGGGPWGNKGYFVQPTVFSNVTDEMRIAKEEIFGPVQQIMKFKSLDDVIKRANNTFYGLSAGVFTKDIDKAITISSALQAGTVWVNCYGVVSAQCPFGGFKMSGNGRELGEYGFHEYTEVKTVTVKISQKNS
TRb-SRC2 inh – TRbeta-SRC2 interaction inhibition; AID 1469; Potency, µM (highest dose often 106 µM), inactives show at the top dose activity change, negative = inhibition, hits mostly inhibitors; 280,000 tested, 0.065% active; TRbeta-SRC2 peptide binding, fluorescence polarization; receptor liganded with 1 µM T3; P10828;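 further: plate controls were bound peptide for no effect and peptide without receptor for full effect; nearly all actives have a fitted effect of over 50% in size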
Target sequence (P10828 whole entry, looked up): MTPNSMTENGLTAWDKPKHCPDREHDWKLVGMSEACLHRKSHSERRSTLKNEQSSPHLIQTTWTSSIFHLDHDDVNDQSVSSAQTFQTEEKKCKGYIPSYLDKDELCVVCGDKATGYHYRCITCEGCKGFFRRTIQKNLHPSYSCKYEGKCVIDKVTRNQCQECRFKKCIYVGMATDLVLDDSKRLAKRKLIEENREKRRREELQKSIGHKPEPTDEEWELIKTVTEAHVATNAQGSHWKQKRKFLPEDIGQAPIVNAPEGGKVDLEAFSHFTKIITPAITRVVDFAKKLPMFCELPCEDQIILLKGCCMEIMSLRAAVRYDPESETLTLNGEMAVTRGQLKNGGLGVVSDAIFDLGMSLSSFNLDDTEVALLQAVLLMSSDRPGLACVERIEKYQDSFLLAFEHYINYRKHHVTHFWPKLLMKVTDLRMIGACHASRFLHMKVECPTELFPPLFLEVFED
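Fluorescence polarization of 20 nM Texas Red SRC2 peptide with 0.6 uM human TRb ligand-binding domain, in Tris buffer with 1uM T3 and 5% DMSO. Incubated 5 hr ambient; normalized to unbound and bound controls.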
aGal spleen mod – alpha-galactosidase A (human) modulation; 240,000 tested, 0.008% active; human spleen homogenate, 4MU-alpha-Gal fluorescence, 40 min; Potency, µM (series often up to 80 µM), inactives show top-dose activity change, negative = inhibition, most hits filed as inhibitors;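 further: 0% = enzyme with vehicle and -100% = no enzyme basal signal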
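Spleen homogenate 1 ug + cpd (titration) + 4-MU-alpha-D-galactopyranoside 1 mM; 37C 40 min; 50 mM citrate/phosphate pH 5.0, 0.01% Tween-20; stop pH 10; fluorescence 365/440; AC50 via Hill.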
TR SRC2 fluor cs – alters Texas Red total fluorescence, flagging assay interference | TRb/SRC2 Texas Red total fluorescence interference | Potency, µM (series often up to 106 µM), for inactives: top-dose fluorescence change, negative = quenching | 280,000 tested, 0.29% active | AID 1479; active means well fitted curve in either direction with a large enough effect; inconclusive means small, poorly fitted or top-dose-only effect
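Human TRb ligand-binding domain at 0.6 uM with 20 nM Texas Red SRC2 peptide in Tris buffer containing 1 uM T3 and 5% DMSO, incubated with compound 5 h at ambient temperature. Total fluorescence (555/632 nm) calculated as parallel + 2 × perpendicular.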
L3MBTL1 inh – L3MBTL1 (human) inhibition. AID 485360. Q9Y468. AlphaScreen L3MBTL1–H3K9me1 peptide binding. 230,000 tested, 0.66% active. Potency, µM (doses to about 57.1 µM), without a hit: at the highest dose activity, negative = inhibition, usual class: inhibitors; further: nearly all actives have a fitted effect of over 60% in size
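Read-out is AlphaScreen signal from streptavidin donor and nickel chelate acceptor beads (10 ug/mL final each) bridging L3MBTL1 (50 nM) and biotinylated K9-monomethylated H3(1-15) peptide (75 nM), after 30 min compound exposure at room temperature.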
Tau fluor cs – counter-screen for tau fibril formation inhibitors. 280,000 tested, 0.93% active. tau K18 P301L Alexa594 fluorescence, heparin fibrillization. AID 1463. Potency, µM (highest dose often 57.7 µM), for inactives: top-dose activity change, negative = decrease; further: nearly all actives have a fitted effect of over 55% in size
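Human K18 P301L tau (15 uM unlabeled plus 0.24 uM Alexa 594-labeled, final) in 100 mM sodium acetate pH 7 was mixed with compound and 20 uM heparin and incubated 6 hr at 37 C.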
Tau FP inhib – tau fibrillization inhibition (FP) | P10636 | K18 P301L tau heparin fibrillization, Alexa594 FP, 6 h | Potency, µM (titrated, usually from 57.7 µM), for inactives: top-dose activity, negative = inhibition, hits mostly inhibitors | 280,000 tested, 0.39% active; further: nearly all actives have a fitted effect of over 55% in size
Target sequence (P10636 561-689 P618L limits assumed): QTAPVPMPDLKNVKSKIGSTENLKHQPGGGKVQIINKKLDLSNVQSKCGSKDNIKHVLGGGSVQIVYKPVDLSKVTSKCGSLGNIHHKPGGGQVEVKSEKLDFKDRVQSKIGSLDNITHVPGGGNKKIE
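Recombinant K18 P301L […], labeled with Alexa 594 at 0.24 uM over 15 uM unlabeled; heparin inducer 20 uM final; 37 C, 6 hr; FP endpoint.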
Tau fibril ThT – blocks human tau fibril formation measured by thioflavin T. recombinant tau K18 P301L (four-repeat tau fragment), heparin-induced fibrillization, ThT fluorescence. 270,000 tested, 2.1% active. P10636. Potency, µM (series often up to 57.4 µM), without a hit: top-dose activity, negative = inhibition, actives largely listed as inhibitors; further: nearly all actives have a fitted effect of over 55% in size
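In this qHTS, human K18 P301L tau is incubated with compound and heparin for 6 hr at 37 C, and Thioflavin T fluorescence then reports fibril load.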
* marks the source's active call; other numbers are inactive results; ? = inconclusive; . = no result given; [ ] = dose if it differs, or a comment. Unless noted, the call rests on the fitted dose curve; in most records, active means well fitted curve in the direction sought with a large enough effect; inconclusive means small, poorly fitted or top-dose-only effect, or another doubt; inactive means no such curve, though single readings can be large; an effect the other way counts as inactive or inconclusive. Unless noted, on the % scale 0 is the no-effect control and ±100 the full control effect; potency means the concentration at half of the fitted maximal effect. Hits appear at their usual frequency (roughly 8.5% active in at least one column).

SMILES	ALDH1A1 inh	TRb-SRC2 inh	aGal spleen mod	TR SRC2 fluor cs	L3MBTL1 inh	Tau fluor cs	Tau FP inhib	Tau fibril ThT
COc1ccc(/C=C/C(=O)c2ccc(O)cc2O)cc1OC	?	-3%	-29%	0%	.	-18%	-14%	7.1µM*
CCOC(=O)CN(C(=O)COc1nc(-c2ccccc2)cc(C)c1C#N)c1ccc(F)cc1	.	-4%	-9%	-1%	15%	-21%	-6%	-9%
COc1cccc(CN2CCN(Cc3cccc4nonc34)CC2CCO)c1 (centres undefined)	7%	-4%	-10%	0%	5%	11%[2.34 µM]	1%[2.34 µM]	11%
Cc1cc(C)c(NC(=O)C(C)n2nnc3sc4c(c3c2=O)CCCC4)c(C)c1 (centres undefined)	.	-1%	.	-1%	.	-4%	8%	-5%
NNC(=S)NCc1ccc2c(c1)OCO2	-4%	-5%	11%	-3%	-15%	-15%	4%	-8%
COc1cccc(Cn2c(CNC(=O)CCc3ccccc3)nc3cccnc32)c1	.	-6%	.	-5%	.	-13%	8%	2%
COc1cc(C(=O)Nc2ccc3[nH]c(=O)sc3c2)cc(OC)c1OC	.	-3%	.	-2%	.	-18%	1%	-16%
CN1CCN(C(=O)c2ccc3nc(-c4ccccc4)c(-c4ccccc4)nc3c2)CC1	?	-1%	-10%	-7%	10%[11.4 µM]	1%	-5%	?
Oc1c(C(c2cccc(Br)c2)N2CCCC2)sc2nc(-c3ccco3)nn12 (centres undefined)	.	1%	.	-1%	.	-4%	-9%	-6%
Cc1cccc(N2CCN(C(=O)Cn3c(C)c4cnn(-c5ccccc5)c(=O)c4c3C)CC2)c1C	.	-2%	.	-3%	.	-19%	1%	-18%
CCCOc1ccc([N+](=O)[O-])cc1C1NC(=S)NC(c2ccccc2)=C1C(=O)OCC (centres undefined)	?	-2%	7%	2%	-9%	-16%	3%	-4%
Cc1ccc(NC(=O)Cn2c(=O)oc3cc(S(=O)(=O)N4CCCC4)ccc32)cc1F	.	-10%	.	1%	.	-3%	0%	4%
Cc1cc(=O)oc2cc(NC(=O)C3CCCC3)ccc12	?	3%	22%	-2%	7%	2%	7%	-2%
COc1ccc(C(O)c2nc3ccccc3n2C(C)C)cc1 (centres undefined)	.	-2%	2%	-1%	.	-18%	2%	-18%
CC(C)c1ccc(NC(=O)C(c2ccc3c(c2)OCO3)N2CCN(C(=O)c3ccco3)CC2)cc1 (centres undefined)	?	-20%	1%	0%	.	-17%	1%	-13%
Cc1ccc(N=Cc2c(O)[nH]c3ccccc23)c([N+](=O)[O-])c1	-1%	5%	12%	-4%	-11%	?	1%	?
CCNC(=S)/C(=C(/[O-])c1ccc([N+](=O)[O-])cc1)[n+]1ccccc1	?	3%	3%	0%	-2%	-16%	0%	?
Oc1c(Br)cc(C=Nc2ccc3nc(-c4ccccc4)[nH]c3c2)c(O)c1Br	?	17%	4%	?	.	4.5µM*[quencher]	?	4.5µM*
CN(CC(=O)NC(c1ccccc1)c1ccccc1)Cc1nc2ccccc2c(=O)[nH]1	-5%	5%	-14%	1%	.	-12%	11%	-11%
CCCN1CCN(c2ncnc3sc(C(=O)Nc4cccc(Cl)c4C)c(C)c23)CC1	.	-2%	.	-2%	.	-17%	4%	-16%
CC(C)(C)c1ccc(OCc2nnc(-c3ccccc3)o2)cc1	.	-3%	.	4%	.	-14%	-3%	-18%
COc1ccc(-c2[nH]c(-c3cccc(OC)c3)nc2SCC(=O)Nc2ccc3c(c2)OCO3)cc1	.	-1%	.	-4%	.	6.3µM*[quencher]	7%	?
CCOC(=O)C1C(=O)CC(C)(O)C(C(=O)OCC)C1c1ccccc1OC (centres undefined)	11%	3%	2%	2%	2%	-4%	-6%	-11%
CC(NC(=O)COC(=O)/C=C/c1cccc(C(F)(F)F)c1)c1ccccc1 (centres undefined)	10%	3%	14%	0%	1%	5%	4%	-5%
COc1ccc(C2c3[nH]c4ccccc4c3CCN2C(=O)c2cn3ccccc3n2)c(F)c1 (centres undefined)	-2%	4%	-15%	-5%	-27%	-24%	0%	-8%

Four compounds from above, sorted by heavy-atom count, rising:
SMILES	ALDH1A1 inh	TRb-SRC2 inh	aGal spleen mod	TR SRC2 fluor cs	L3MBTL1 inh	Tau fluor cs	Tau FP inhib	Tau fibril ThT
Cc1cc(=O)oc2cc(NC(=O)C3CCCC3)ccc12	?	3%	22%	-2%	7%	2%	7%	-2%
Cc1ccc(N=Cc2c(O)[nH]c3ccccc23)c([N+](=O)[O-])c1	-1%	5%	12%	-4%	-11%	?	1%	?
CCNC(=S)/C(=C(/[O-])c1ccc([N+](=O)[O-])cc1)[n+]1ccccc1	?	3%	3%	0%	-2%	-16%	0%	?
Cc1cc(C)c(NC(=O)C(C)n2nnc3sc4c(c3c2=O)CCCC4)c(C)c1 (centres undefined)	.	-1%	.	-1%	.	-4%	8%	-5%

The results go on.
SMILES	ALDH1A1 inh	TRb-SRC2 inh	aGal spleen mod	TR SRC2 fluor cs	L3MBTL1 inh	Tau fluor cs	Tau FP inhib	Tau fibril ThT
CSc1ccccc1NC(=O)c1cccs1	-3%	2%	-7%	0%	18%	-11%	9%	-10%
COc1ccc(-c2csc(NC(=O)C3COc4ccccc4O3)n2)cc1OC (centres undefined)	?	1%	-9%	-11%	-18%	?	-5%	?
Cc1ccc(-c2nc3scc(CCNS(=O)(=O)c4ccc(C)c(C)c4)n3n2)cc1	.	3%	.	1%	.	-25%	?	-12%
Cc1ccc(C(C(=O)NCc2ccccc2)N(C(=O)c2csnn2)c2cccc3ccccc23)o1 (centres undefined)	?	-5%	-12%	0%	.	-9%	1%	?
COc1ccc(C(C)=O)cc1CSc1nc2ccccc2c(=O)n1-c1ccccc1	?	-4%	6%	-3%	39%[activator]	-3%	-13%	5%
C/C(=N\OCC(=O)Nc1c(C)cc(C)cc1C)c1ccc2c(c1)OCCO2	-3%	-10%	1%	1%	1%	-7%	-7%	?
Cc1c(C(=O)NCCSCc2ccco2)cccc1[N+](=O)[O-]	-5%	4%	-11%	-4%	5%	-3%	-6%	-1%
CCOC(=O)c1cccc(NC(=O)Nc2ccc3c(c2)N(C)C(=O)c2ccccc2S3)c1	.	2%	.	-1%	.	-8%	3%	-8%
O=C(CSc1nnc(-c2ccccc2)c(-c2ccccc2)n1)NC1CCS(=O)(=O)C1 (centres undefined)	-2%	-1%	0%	-3%	3%	2%	2%	6%
COc1ccc2oc(C(=O)c3ccccc3)c(NC(=O)CN3CCN(C)CC3)c2c1	?	-6%	2%	-5%	-4%	-8%	-5%	?
O=c1c2cc(-c3ccccc3)sc2nc2n1N=C(c1cccs1)CS2	.	-9%	-3%	1%	-11%	-26%	-6%	?
O=C(c1ccc2ccccc2c1)N1CCN(c2ccc(C(F)(F)F)cn2)CC1	16µM*	-1%	6%	-4%	.	-7%	0%	-15%
COC(=O)CN1C(=O)N/C(=C/c2ccc(OC)cc2)C1=O	?	-1%	-6%	-1%	.	-19%	-4%	-16%
Cc1cc(NC(=O)CSc2nnc(-c3ccoc3C)n2N)no1	-5%	-1%	10%	-1%	7%	-7%	3%	-24%
COc1cc(OC)c(NC(=O)CCn2cnc3onc(-c4ccc(F)cc4)c3c2=O)cc1Cl	.	-4%	.	-15%	.	?	?	-9%
O=C(c1cccs1)N1CCCc2cc(NS(=O)(=O)c3cc(F)ccc3F)ccc21	.	6%	.	-2%	.	-6%	12%	-5%
COc1ccccc1-c1ccc(=O)n(CC(=O)NCc2ccc3c(c2)OCO3)n1	-8%	-5%	-6%	-3%	-5%	-6%	-5%	1%
Cc1ccc(OCCCn2c(CO)nc3ccccc32)cc1	12%	-2%	4%	1%	.	-2%	-3%	-10%
CNC(=O)COC(=O)c1ccccc1Nc1ccccc1	6%	-4%	-4%	-1%	9%	-8%	4%	-4%
Cc1ccsc1C(=O)OCC(=O)Nc1ccc(Cl)cc1C(F)(F)F	10%	-9%	-6%	1%	9%	1%	13%	-8%
CCCN1C(=O)C(O)(CC(=O)c2cccc(OC)c2)c2ccccc21 (centres undefined)	4.5µM*	8%	6%	4%	.	-5%	-7%	-12%
COc1ccc(Nc2nc(-c3cc4cccc(OC)c4oc3=O)cs2)cc1	22µM*	8%	-15%	-9%	13%	?	11%	?
CC(=O)c1cccc(NC(=O)Cc2cccs2)c1	?	-15%	-3%	-9%	-13%	-7%	9%	-10%
O=C(Nc1cccc(S(=O)(=O)NC2=NCCC2)c1)c1cc(-c2ccccn2)nc2ccccc12	-3%	-7%	-3%	-2%	?	-28%	-14%	-7%
CC(C)CC(=O)N1CCN(C(=O)c2ccco2)CC1	?	-1%	-1%	0%	.	2%	3%	2%

In another format: entries from further up.
Structure,ALDH1A1 inh,TRb-SRC2 inh,aGal spleen mod,TR SRC2 fluor cs,L3MBTL1 inh,Tau fluor cs,Tau FP inhib,Tau fibril ThT
CC(C)c1ccc(NC(=O)C(c2ccc3c(c2)OCO3)N2CCN(C(=O)c3ccco3)CC2)cc1 (centres undefined),?,-20%,1%,0%,.,-17%,1%,-13%
Cc1ccc(N=Cc2c(O)[nH]c3ccccc23)c([N+](=O)[O-])c1,-1%,5%,12%,-4%,-11%,?,1%,?

Other structures:
SMILES	ALDH1A1 inh	TRb-SRC2 inh	aGal spleen mod	TR SRC2 fluor cs	L3MBTL1 inh	Tau fluor cs	Tau FP inhib	Tau fibril ThT
COc1ccc(NC(C)=O)cc1NC(C)C(=O)Nc1ccc(F)c(F)c1F (centres undefined)	14%	-6%	6%	-3%	.	-11%	-2%	-2%
CON(C)c1nc(OCC#N)nc(N(C)C)n1	7%	-5%	-11%	-2%	4%	1%	-9%	0%
O=C(CN1C2=NCCN2c2ccccc21)c1ccc(Br)cc1	-2%	2%	-7%	0%	-7%	3%	4%	7%
COc1ccc(NC(=O)C(C)NS(=O)(=O)c2ccccc2)cc1Cl (centres undefined)	?	3%	5%	0%	4%	-5%	0%	-7%
O=c1c2ccccc2nc(-c2ccc(Cl)cc2)n1CCCCOc1ccc(F)cc1	.	-3%	.	-3%	.	-3%	-4%	2%
Cc1ccn(CC(=O)N2CCCC(C(=O)c3cccc4ccccc34)C2)n1 (centres undefined)	11%	-4%	2%	1%	3%	-2%	5%	-7%
Cc1ccc(-c2ccc(NC(=O)C3C4C=CC(C4)C3C(=O)O)cc2)o1 (centres undefined)	?	6%	0%	-1%	.	-12%	5%	?
Cc1ccc(SCC(=O)Nc2ccc(-c3nc4ccccc4[nH]3)cc2)cc1	?	-3%	-11%	-3%	3%	-14%	?	?

Bioassay records as filed in PubChem BioAssay.
